Growth percent in the NCI-60 one-dose screen (48 h, 10 µM unless noted): 100 = growth as untreated, 0 = no growth, -100 = all killed.
MDA-MB-468 – MDA-MB-468 breast cancer; AID 2202374; actives 8.5% (n = 78,000)
MALME-3M – MALME-3M melanoma; actives 5.8% (n = 78,000)
LOX IMVI – LOX IMVI melanoma | actives 7.4% (n = 79,000) | AID 1794757
T-47D – T-47D breast cancer; actives 5% (n = 79,000); AID 1794792
HS 578T – HS 578T breast cancer | actives 4.1% (n = 78,000) | AID 1794788
MDA-MB-231 – MDA-MB-231 breast cancer; actives 5% (n = 81,000)
MCF7 – MCF7 breast cancer. actives 6.3% (n = 82,000)
BT-549 – BT-549 breast cancer. actives 4.4% (n = 78,000)
Active calls of the source: *; x = not tested or not shown. Rule for the calls: active = growth percent below 10; inactive = the rest.

Field names: A = MDA-MB-468; B = MALME-3M; C = LOX IMVI; D = T-47D; E = HS 578T; F = MDA-MB-231; G = MCF7; H = BT-549
Compound: O=c1ccc(=O)n(-c2nc(-c3cc4ccccc4oc3=O)cs2)[nH]1
  A: 97	B: 90	C: 83	D: 88	E: 94	F: 98	G: 83	H: 89

Compound: CC(=O)Nc1ccc(Cl)cc1C(N)=O
  A: 96	B: 91	C: 99	D: 103	E: 96	F: 120	G: 96	H: 106

Compound: O=c1ccnc(SCc2ccc(Cl)cc2Cl)[nH]1
  A: 100	B: 105	C: 100	D: 104	E: 108	F: 137	G: 121	H: 96

Compound: Cc1cc(=O)oc2cc(O)c(O)cc12
  A: 109	B: 117	C: 105	D: 109	E: 84	F: 96	G: 87	H: x

Compound: C=C1NC(=O)[C@H]2CSC[C@H]3NC(=O)[C@@H](CSC(C)[C@@H](NC(=S)[C@H](Cc4cnc[nH]4)NC(=O)c4csc([C@H](C)NC(C)=O)n4)C(=O)N[C@H](C[C@H](C)C(=O)NC(=O)C[C@@H](C(=O)O)NC(=O)[C@H](C)NC3=O)C(=O)N2)NC(=O)[C@@H]2CCCN2C(=O)[C@@H](CC(C)C)NC1=O (stereo partly specified)
  A: 67	B: 31	C: x	D: 36	E: 40	F: 75	G: 23	H: 98

Compound: CCOC(=O)c1c[nH]c2c(OC)ccc(OC)c2c1=O
  A: 91	B: 109	C: 97	D: 119	E: 104	F: 98	G: 94	H: 102

Compound: O=[N+]([O-])c1ccc(N=Cc2ccc3c(c2)OCO3)cc1
  A: 88	B: 103	C: 84	D: 98	E: 146	F: 91	G: 87	H: x

Compound: COC(=O)[C@@H](NC(=O)Cn1cc(CNC(=O)OC(C)(C)C)nn1)C(C)C
  A: 123	B: 102	C: x	D: 102	E: 103	F: 114	G: 101	H: 103

Compound: CNC(C)C(Nc1cc(OC)cc2cccnc12)c1ccccc1 (stereo unspecified)
  A: 57	B: 107	C: 95	D: x	E: 79	F: 48	G: 83	H: 83

Compound: O=C(NCc1cccc(C(F)(F)F)c1)C1CSC2c3ccccc3C(=O)N12 (stereo unspecified)
  A: 99	B: 106	C: 100	D: x	E: 110	F: 97	G: 91	H: 93

Compound: COc1nc2cc(OCc3ccccc3)ccc2cc1-c1nc2c(cnn2-c2ccccc2)c(=O)[nH]1
  A: 98	B: 113	C: 103	D: 94	E: 122	F: 100	G: 96	H: 102

Compound: Cc1c(-c2csc(N/N=C/c3ccc(N(C)C)cc3)n2)nnn1-c1ccc([N+](=O)[O-])cc1
  A: 97	B: 108	C: 104	D: 97	E: 120	F: 102	G: 85	H: 91

Compound: Cc1cc(-c2ccccc2)n(N2NN=NC2(C)c2cccc(Cl)c2)c(=S)n1 (stereo unspecified)
  A: 87	B: 104	C: 96	D: 70	E: 84	F: 99	G: 81	H: 90

Compound: Cc1sc2nc3[nH]c(=O)/c(=C/c4ccc(Cl)cc4)n3c(=O)c2c1C
  A: 101	B: 105	C: 102	D: 108	E: 102	F: 94	G: 99	H: 82

Compound: Nc1cc(Br)cc(Br)c1
  A: 121	B: 90	C: 89	D: 97	E: 136	F: 88	G: 92	H: 92

Compound: Clc1ccc(/C=C/c2cc(/C=C/c3ccc(Br)cc3)c3ccccc3n2)c(Cl)c1
  A: 104	B: 91	C: x	D: 98	E: x	F: x	G: 92	H: 119

Compound: CCOc1ccc([C@H]2C(C(=O)c3ccc(Cl)cc3)C3(N[C@@H]2c2ccccc2)C(=O)Nc2ccc(Br)cc23)cc1 (stereo partly specified)
  A: -17*	B: 65	C: -36*	D: 31	E: 46	F: 11	G: 9.1*	H: 72

Compound: CC(C)(C)c1ccc(OCCCCCCN2CCNCC2)cc1
  A: 11	B: 61	C: -17*	D: 35	E: 72	F: 36	G: 17	H: 59

Compound: O=C(CN1CCN(c2cc(=O)[nH]c3ccc(F)cc23)CC1)Nc1cccc(C(F)(F)F)c1
  A: 91	B: x	C: 87	D: 74	E: 91	F: 89	G: 69	H: 98

Compound: CCOC(=O)c1cccnc1Nc1ccc(NC(=O)CC(C)C)cc1
  A: 103	B: 109	C: 100	D: 96	E: 120	F: 109	G: 92	H: 97

Compound: O=S(=O)(Nc1ccc2ccccc2c1)c1ccc(-c2cnc(C3CC3)o2)cc1
  A: 6.1*	B: 50	C: 57	D: 30	E: 13	F: 52	G: 22	H: 63

Compound: CC1(C)Nc2cccc3cccc(c23)N1
  A: 111	B: 124	C: 101	D: 105	E: x	F: 113	G: 83	H: 92

Compound: O=C(O)c1cccc2c1Cc1cc(Cl)ccc1-2
  A: 109	B: x	C: 97	D: 101	E: 113	F: 113	G: 103	H: 123

Compound: O=C1c2cccc3c(-c4ccc5ncn(C6CCCCC6)c5c4)ccc(c23)C(=O)N1CCN1CCOCC1
  A: 84	B: 94	C: 74	D: 59	E: 85	F: 73	G: 76	H: 77

Compound: COc1cc(/C=N\NC(=O)CSc2nc3ccccc3c(=O)n2-c2cc(C)ccc2Cl)cc(OC)c1OC
  A: 70	B: 67	C: 61	D: 68	E: 96	F: 50	G: 71	H: 85

Compound: NC(N)=NS(=O)(=O)c1ccc(NC2=C(I)C(=O)c3ncccc3C2=O)cc1
  A: 94	B: 103	C: 95	D: 106	E: 103	F: 93	G: 98	H: 108

Compound: CCN1CCCC(Nc2cc(C)nc(/N=C(/N)Nc3ccc(Cl)c(Cl)c3)n2)C1 (stereo unspecified)
  A: -83*	B: -71*	C: -61*	D: -49*	E: -38*	F: -57*	G: -73*	H: -60*

Compound: COc1cccc(C(=O)O)c1OC
  A: 105	B: 103	C: 99	D: x	E: 89	F: 99	G: 87	H: x

Compound: CC(C)c1ccc(S(=O)(=O)n2cc(C(=O)C(=O)Nc3ccncc3)c3ccccc32)cc1
  A: 25	B: 89	C: 90	D: 69	E: 101	F: 71	G: 90	H: 90

Compound: O=C(Nc1cc(Cl)ccc1Cl)c1ccc(C(=O)Nc2cc(Cl)ccc2Cl)cc1
  A: 102	B: 107	C: 96	D: 76	E: 83	F: 106	G: 104	H: 103

Compound: COc1nc2c(c(=O)n1C)CN(c1ccccc1)C(C)=N2
  A: 92	B: 127	C: 106	D: 79	E: 119	F: 101	G: 102	H: x

Compound: CCCCn1c(N)c(N(CC)C(=O)Cc2c(Cl)cccc2Cl)c(=O)[nH]c1=O
  A: x	B: 86	C: 102	D: 112	E: 131	F: 101	G: 96	H: 92

Compound: O=C1C2C3C=CC(C3)C2C(=O)N1c1cccc(O)c1 (stereo unspecified)
  A: 91	B: 103	C: 96	D: 100	E: 110	F: 104	G: 95	H: 104

Compound: O=C(CNc1nc(-c2cccc([N+](=O)[O-])c2)cs1)Nc1ccccc1Cl
  A: 88	B: 105	C: 117	D: 95	E: 103	F: 103	G: 96	H: 91

Compound: NNc1nc(N2Cc3ccccc3C2=O)n[nH]1
  A: 98	B: 105	C: 98	D: 100	E: 107	F: 103	G: 96	H: 104

Compound: CCOC(=O)CSc1nc(-c2cc3ccccc3o2)cc(-c2ccc(Cl)cc2)c1C#N
  A: x	B: 99	C: 98	D: 85	E: 99	F: 124	G: 101	H: 86

Compound: O=C(Oc1ccc(Cl)cc1Cl)c1cccs1
  A: 114	B: 104	C: 102	D: 94	E: 93	F: 106	G: 98	H: 92

Compound: O=C(NN1C(=O)CSC1c1ccc(Cl)cc1)c1ccc(NC(=O)c2ccccn2)cc1 (stereo unspecified)
  A: 102	B: 96	C: 85	D: 85	E: 104	F: 86	G: 81	H: 99

Compound: COC(=O)c1nn2c(c1C(=O)OC)C[C@@H]1C(=O)N(c3ccccc3)C(=O)[C@@H]1[C@@H]2C
  A: 92	B: 105	C: 101	D: 95	E: 130	F: 105	G: 113	H: 97

Compound: Clc1cccc(Cl)c1C1CSc2ccccc2N=C1c1ccccc1 (stereo unspecified)
  A: 80	B: 110	C: -4.9*	D: 65	E: 88	F: 70	G: 9.8*	H: 42

Compound: CC1(C)CCc2cc(-c3ccn(S(=O)(=O)c4ccc(C(F)(F)F)cc4)n3)ccc2O1
  A: 64	B: 97	C: 99	D: 64	E: 101	F: 112	G: 85	H: x

Compound: COc1ccc(S(=O)(=O)NCCNc2cc(-c3cn(C(C)(C)C)nc3-c3ccccc3)ccn2)cc1
  A: 67	B: 107	C: 99	D: 74	E: 103	F: 97	G: 78	H: 93

Compound: C=CCc1c(C)cc(C)cc1N1C(=O)CN(Cc2ccccc2)C(=O)C1c1ccccc1 (stereo unspecified)
  A: 70	B: 87	C: 82	D: 79	E: 76	F: 71	G: 75	H: 100

Compound: C=C(C)[C@@H]1CC[C@]2(C(N)=O)CC[C@]3(C)[C@H](CC[C@@H]4[C@@]5(C)CC/C(=N\OCCC#N)C(C)(C)[C@@H]5CC[C@]43C)[C@@H]12
  A: 72	B: 90	C: 73	D: 43	E: 83	F: 75	G: 49	H: 81

Compound: COc1ccc(C(=O)COc2ccc(/C=C3\CCc4cc(OC)ccc4C3=O)cc2)cc1
  A: x	B: x	C: 95	D: 80	E: 111	F: 86	G: 82	H: 90

Compound: O=C(NNC(=O)c1cccc2ccccc12)c1ccc(Cl)cc1Cl
  A: 99	B: x	C: 95	D: x	E: 91	F: 102	G: 100	H: 94

Compound: COc1ccc(Cc2cc(-c3ccccc3)nn(C/C(=N/O)c3ccccc3)c2=O)cc1OC
  A: 83	B: 102	C: 99	D: 51	E: 88	F: 70	G: 82	H: 80

Compound: COc1ccc(OC)c(/C=C/c2nnc(Nc3ccccc3)s2)c1
  A: 90	B: 95	C: 107	D: 88	E: 87	F: 98	G: 99	H: 102

Compound: C/C(O)=C(/C=N\C(=S)Nc1ccc(S(=O)(=O)Nc2nccs2)cc1)C(=O)Nc1ccccc1C
  A: 82	B: 108	C: 92	D: 90	E: 84	F: 87	G: 101	H: 99

Compound: CCCCCCCCCCCCCCCCCC1=NC(CO)(CO)CO1
  A: 96	B: 97	C: 96	D: 83	E: 102	F: 98	G: 101	H: 92

No new results follow: entries from further up.
Field names: A = MDA-MB-468; B = MALME-3M; C = LOX IMVI; D = T-47D; E = HS 578T; F = MDA-MB-231; G = MCF7; H = BT-549
Compound: COc1nc2c(c(=O)n1C)CN(c1ccccc1)C(C)=N2
  A: 92	B: 127	C: 106	D: 79	E: 119	F: 101	G: 102	H: x

Compound: CCCCn1c(N)c(N(CC)C(=O)Cc2c(Cl)cccc2Cl)c(=O)[nH]c1=O
  A: x	B: 86	C: 102	D: 112	E: 131	F: 101	G: 96	H: 92

Compound: O=C1C2C3C=CC(C3)C2C(=O)N1c1cccc(O)c1 (stereo unspecified)
  A: 91	B: 103	C: 96	D: 100	E: 110	F: 104	G: 95	H: 104

Compound: O=C(CNc1nc(-c2cccc([N+](=O)[O-])c2)cs1)Nc1ccccc1Cl
  A: 88	B: 105	C: 117	D: 95	E: 103	F: 103	G: 96	H: 91

Compound: NNc1nc(N2Cc3ccccc3C2=O)n[nH]1
  A: 98	B: 105	C: 98	D: 100	E: 107	F: 103	G: 96	H: 104

Compound: CCOC(=O)CSc1nc(-c2cc3ccccc3o2)cc(-c2ccc(Cl)cc2)c1C#N
  A: x	B: 99	C: 98	D: 85	E: 99	F: 124	G: 101	H: 86

Compound: O=C(Oc1ccc(Cl)cc1Cl)c1cccs1
  A: 114	B: 104	C: 102	D: 94	E: 93	F: 106	G: 98	H: 92

Compound: O=C(NN1C(=O)CSC1c1ccc(Cl)cc1)c1ccc(NC(=O)c2ccccn2)cc1 (stereo unspecified)
  A: 102	B: 96	C: 85	D: 85	E: 104	F: 86	G: 81	H: 99

Compound: COC(=O)c1nn2c(c1C(=O)OC)C[C@@H]1C(=O)N(c3ccccc3)C(=O)[C@@H]1[C@@H]2C
  A: 92	B: 105	C: 101	D: 95	E: 130	F: 105	G: 113	H: 97

(further entries)
Field names: A = MDA-MB-468; B = MALME-3M; C = LOX IMVI; D = T-47D; E = HS 578T; F = MDA-MB-231; G = MCF7; H = BT-549
Compound: CCC(C)Cn1cnc2c(=O)[nH]c(N)nc21 (stereo unspecified)
  A: 98	B: 101	C: 106	D: 99	E: 109	F: 97	G: 97	H: 101

Compound: O=C1C(SCCO)=C(SCCO)C(=O)C(SCCO)=C1SCCO
  A: 105	B: 117	C: 95	D: 110	E: x	F: 105	G: 99	H: 120

Compound: COc1ccc(C2CC(=O)Nc3ncn(-c4ccc(F)cc4)c32)cc1 (stereo unspecified)
  A: 95	B: 103	C: 95	D: 80	E: 105	F: 101	G: 103	H: 108

Compound: CC/C(=C(\c1ccc(OCCN2CCCCCC2)cc1)c1ccc(OC(=O)c2ccccc2)cc1)c1ccccc1
  A: 113	B: 95	C: 77	D: 63	E: x	F: 102	G: 93	H: 109

Compound: CCOC(=O)c1sc2nc(-c3ccc(Cl)cc3)nc(N3CCOCC3)c2c1C
  A: 108	B: 96	C: 93	D: 85	E: 89	F: 99	G: 93	H: 104

Compound: Cc1ccc(/C=C(\C#N)C(=O)Nc2ncc(Cc3ccccc3Cl)s2)o1
  A: 75	B: 84	C: 23	D: 66	E: 87	F: 87	G: 68	H: 81

Compound: COc1cc2c(cc1OC)C1=CCCCC1NC2=O (stereo unspecified)
  A: 91	B: 109	C: 88	D: 94	E: 95	F: 98	G: 99	H: 91

Compound: O=S(=O)(Nc1nnc(-c2cc(O)c(O)c(O)c2)s1)c1ccccc1
  A: 98	B: 94	C: x	D: 93	E: 98	F: 113	G: 95	H: 106

Compound: CC(C)c1ccc(C(=O)Nc2sc3c(CN(C)C)c(O)ccc3c2C(N)=O)cc1
  A: x	B: 64	C: -88*	D: 54	E: 69	F: 38	G: -16*	H: 64

Compound activity deposited in PubChem BioAssay by NCI.
